# Source: PubChem BioAssay
# PGK inhibitor: T. brucei PGK inhibition | PGK/GAPDH coupled, Kinase-Glo luminescence, 60 min | AID 602233 | 0.043% of 380,000 active | P07378 | Potency, µM (titrated, usually from 57.5 µM), for the others: at the highest dose activity change, negative = inhibition, actives largely listed as inhibitors; note: potency is the fitted concentration of half-maximal effect; % is set by controls: 0 for no effect and ±100 for the full control effect; nearly all actives have a fitted effect of over 60% in size
#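 Recombinant glycosomal PGK reaction used 1,3-bisphosphoglycerate generated in-well by GAPDH (100nM final) in 100mM TEA pH 7.6, 5mM MgCl2, 0.01% Tween-20. After 60 minutes at room temperature, ATP was read by Kinase-Glo Plus luminescence end-point.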
# TrxR1 inh: rat TrxR1 inhibition; O89049; recombinant rTrxR1, NADPH fluorescence consumption, selenite substrate; Potency, µM (doses to about 114 µM), for inactives: at the highest dose activity change, negative = inhibition, hits mostly inhibitors; 1% of 390,000 active; note: potency is the fitted concentration of half-maximal effect; % is set by controls: 0 for no effect and ±100 for the full control effect; nearly all actives have a fitted effect of over 65% in size
#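 Rat TrxR1 (90 nM in the dispensed reagent) was pre-reduced with 400 uM NADPH for 5 min at room temperature, then incubated with compound for 15 min. After 400 uM selenite was added, NADPH fluorescence (Ex 340/Em 450 nm) was followed for 8 min.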
# PI4K2A inh: PI4K2A (human) kinase inhibition. purified PI4K2A, ADP-Glo luminescence, 1 h; hits give low values. activity change, negative = inhibition, % at 76.9 µM. 0.13% of 420,000 active; in the data active = activity change below about -50%; inconclusive = mostly about -30% to -49%;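 note: -100% = wells without enzyme as full effect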
# Target sequence (Q9BTU6 whole entry, looked up): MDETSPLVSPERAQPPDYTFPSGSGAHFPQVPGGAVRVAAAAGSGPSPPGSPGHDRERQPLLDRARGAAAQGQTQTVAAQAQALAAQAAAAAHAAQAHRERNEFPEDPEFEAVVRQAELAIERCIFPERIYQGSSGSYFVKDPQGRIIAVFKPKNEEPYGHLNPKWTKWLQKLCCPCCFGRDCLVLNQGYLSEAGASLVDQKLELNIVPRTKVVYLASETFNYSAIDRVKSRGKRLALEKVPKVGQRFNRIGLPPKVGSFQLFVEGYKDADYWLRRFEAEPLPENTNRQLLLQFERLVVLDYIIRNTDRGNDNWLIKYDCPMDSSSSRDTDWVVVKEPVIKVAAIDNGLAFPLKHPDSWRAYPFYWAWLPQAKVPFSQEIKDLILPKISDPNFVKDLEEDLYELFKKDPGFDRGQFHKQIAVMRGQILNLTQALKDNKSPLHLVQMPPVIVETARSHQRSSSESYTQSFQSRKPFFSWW
#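 In this quantitative HTS, ADP production by PI4K2A was quantified luminescently after 1 h at ambient temperature; 100 microM adenosine served as plate-quality control.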
# Pin1 inhibitor: inhibitors of human Pin1 | Potency, µM (series often up to 115 µM), inactives show at the highest dose activity, negative = inhibition, hits mostly inhibitors | Q13526 | Pin1 FP peptide displacement, HiFluor488, 10 min | 0.009% of 390,000 active; active = well fitted inhibition curve with a large enough effect in the polarisation, with a control signal flat, not every such curve was filed as active; inconclusive = small, poorly fitted or top-dose-only effect, or effect the other way, or a change in a side signal; inactive = no such curve, though single readings can be large or run the other way; the % refers to the polarisation; note: potency is the fitted concentration of half-maximal effect; % is set by controls: 0 for no effect and ±100 for the full control effect
# Target sequence (Q13526 whole entry, looked up): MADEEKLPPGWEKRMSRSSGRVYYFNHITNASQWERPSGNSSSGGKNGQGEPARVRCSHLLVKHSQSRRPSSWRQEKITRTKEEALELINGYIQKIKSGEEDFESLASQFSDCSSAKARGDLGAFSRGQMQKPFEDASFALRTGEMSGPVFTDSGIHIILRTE
# USP1-UAF1 inh: blocks the human USP1/UAF1 deubiquitinase complex; O94782; recombinant USP1/UAF1, Ub-Rhodamine cleavage fluorescence; Potency, µM (doses to about 57.1 µM), for inactives: top-dose activity change, negative = inhibition, usual class: inhibitors; 0.23% of 390,000 active; note: potency is the fitted concentration of half-maximal effect; % is set by controls: 0 for no effect and ±100 for the full control effect; nearly all actives have a fitted effect of over 60% in size; inactives centre near -12
#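 USP1/UAF1 complex at 1 nM was preincubated with compound for 15 min at room temperature, then Ub-Rho substrate (150nM final) was added. Fluorescence (480/540 nm) was read kinetically, 6 reads every 60 seconds.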
# mIDH1 inhibitor: human IDH1 R132H inhibition. O75874. IDH1-R132H enzyme, NADPH consumption, diaphorase/resazurin fluorescence. Potency, µM (titrated, usually from 76.6 µM), without a hit: at the top dose activity change, negative = inhibition, hits mostly inhibitors. 0.093% of 390,000 active. AID 602179; note: potency is the fitted concentration of half-maximal effect; % is set by controls: 0 for no effect and ±100 for the full control effect; nearly all actives have a fitted effect of over 65% in size
# Target sequence (O75874 whole entry R132H, stated change not applied): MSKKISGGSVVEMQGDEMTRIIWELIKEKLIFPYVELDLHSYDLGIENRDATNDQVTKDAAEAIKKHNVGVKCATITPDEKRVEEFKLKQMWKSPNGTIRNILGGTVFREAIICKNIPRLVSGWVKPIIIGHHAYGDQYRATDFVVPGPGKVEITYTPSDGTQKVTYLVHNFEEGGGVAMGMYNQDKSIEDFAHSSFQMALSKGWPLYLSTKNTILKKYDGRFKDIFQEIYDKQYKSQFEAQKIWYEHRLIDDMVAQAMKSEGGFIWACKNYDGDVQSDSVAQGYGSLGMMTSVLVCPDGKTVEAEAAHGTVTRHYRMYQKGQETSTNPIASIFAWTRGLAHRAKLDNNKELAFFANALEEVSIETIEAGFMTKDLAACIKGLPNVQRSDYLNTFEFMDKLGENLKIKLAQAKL
#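 IDH1-R132H (0.5 ug/mL) preincubated 30 min with compound, then NADPH (0.016 mM) and alpha-KG (2 mM) added; 80 min at RT, pH 7.5. Remaining NADPH coupled via diaphorase/resazurin to fluorescence (540/590 nm); concentration-response curves normalized to no-enzyme control.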
# HP1b binding inh: blocks HP1-beta chromodomain binding to methylated histone tails; Potency, µM (series often up to 114 µM), without a hit: at the highest dose activity change, negative = inhibition, hits mostly inhibitors; 0.56% of 390,000 active; AlphaScreen HP1-beta / biotin-H3K9me3 peptide binding; P83916; note: potency is the fitted concentration of half-maximal effect; nearly all actives have a fitted effect of over 70% in size; inactives centre near 23
#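 AlphaScreen: HP1-beta (50 nM) preformed 30 min with biotin-H3(1-18)K9me3 peptide (50 nM) in PBS pH 7.4, 0.01% Tween-20. Compound added for 30 min at RT, then streptavidin donor/nickel chelate acceptor beads (10 ug/mL) for 30 min.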
# TrxR1 substrate: rat thioredoxin reductase 1 substrate activity | 0.01% of 390,000 active | O89049 | purified TrxR1 substrate turnover, NADPH consumption readout | Potency, µM (top dose mostly 114 µM), inactives show at the top dose activity change, negative = substrate turnover; note: potency is the fitted concentration of half-maximal effect; % is set by controls: 0 for no effect and ±100 for the full control effect; nearly all actives have a fitted effect of over 50% in size
#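 Rat TrxR1, dispensed at 90 nM, was prereduced with 400 uM NADPH (final) for 5 min at ~22 deg C, then incubated with compound 15 min before 400 uM selenite. A first-read NADPH fluorescence drop versus no-compound background flagged substrates.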
# GLS inhibitor: inhibitors of human glutaminase (GLS). GLS enzymatic activity, qHTS titration. O94925. Potency, µM (top dose mostly 45.5 µM), without a hit: at the highest dose activity change, negative = inhibition, most hits filed as inhibitors. 0.21% of 410,000 active; note: potency is the fitted concentration of half-maximal effect; % is set by controls: 0 for no effect and ±100 for the full control effect
#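 Human kidney-isoform GLS in 45 mM KH2PO4 pH 8.2, 0.02% Tween-20, with compound, started with 1mM L-Glutamine (added stock). Glutamate oxidase/HRP/Amplex red coupled fluorescence read at start and after 30 min at RT.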
# An asterisk follows results filed as active; i = inactive; ? = inconclusive; . = no result given; & = joins results of further samples; [ ] = remark or other dose. Unless noted, calls come from the whole dose curve; as a rule, active = well fitted curve in the direction sought with a large enough effect; inconclusive = small, poorly fitted or top-dose-only effect, or another doubt; inactive = no such curve, though single readings can be large; an effect the other way counts as inactive or inconclusive. An excerpt; the hit share may differ from the screen's.
SMILES	PGK inhibitor	TrxR1 inh	PI4K2A inh	Pin1 inhibitor	USP1-UAF1 inh	mIDH1 inhibitor	HP1b binding inh	TrxR1 substrate	GLS inhibitor
COc1cc(/C=C/C(=O)OCC(=O)NCc2ccccc2OC)ccc1O	-8%	-2%	-2	17%	-6%	5%	16%	6%	23%
COc1cccc(N2C(=O)CC(c3c[nH]c4ccccc34)C2=O)c1 (centres undefined)	-3%	25%[57.1 µM]	3	5%	-2%	0%	-6%	6%[57.1 µM]	32%[activator]
CCCCc1ccc(NC(=O)CSCc2cc(=O)[nH][nH]2)cc1	1%	23%	-5	0%	-8%	5%	-4%	5%	6%
CC(C)NC(=O)N(C)C[C@H]1OCc2cnnn2CCCC(=O)N([C@@H](C)CO)C[C@H]1C	0%	.	7	.	-16%	6%	.	.	-2%
O=C(CN1C(=O)NC2(CCCCCC2)C1=O)NCCc1ccccc1	i	10%	-3	2%	-20%	-2%	21%	-2%	1%
CCc1nnc(NS(=O)(=O)c2ccc(NC(=O)c3ccco3)cc2)s1	4%	-14%	5	4%	-3%	-1%	36%	0%	0%
Cc1noc(C)c1C(=O)Nc1sc(C)c(-c2ccccc2)c1C#N	15%	-9%	1	-6%	-22%	6%	-17%	-10%	18%
CCC(C)NS(=O)(=O)c1ccc(NC(=O)C2CCN(C(=O)c3ccco3)CC2)cc1 (centres undefined)	6%	14%[57.1 µM]	1	7%	-21%	-1%	33%	11%[57.1 µM]	-22%
O=C(Nc1cccc(NC(=O)c2ccco2)c1)c1ccc2c(c1)OCO2	-4%	-3%	-8	5%	-3%	3%	6%	-4%	3%
CCOC(=O)Cc1csc(NC(=O)CSc2nc(=O)[nH]c3c2CCCC3)n1	0%	9%	2	11%	-26%	-6%	31%	-3%	4%
CC1=CN2C(=N)/C(=C/c3ccc(Sc4ccc(C)cc4)o3)C(=O)N=C2S1	-1%	-19%	3	?	?	3%	28µM*	-21%	-1%
CCc1cc2c(-c3ccccc3)cc(=O)oc2cc1OC(=O)c1cccs1	-1%	11%	-1	0%	-22%	-1%	65%[activator]	1%	-2%
COc1ccc(C(=O)N2CC=C(c3ccccc3)CC2)cc1S(=O)(=O)N1CCOCC1	5%	-21%	2	0%	-16%	4%	45%[activator]	7%	13%
Cc1nc2c3ccccc3nc(NNC(=O)CCC(=O)N3CCN(c4ccc(F)cc4)CC3)n2n1	-7%&17%	8%&18%	0&2	-3%&1%	-20%&7%	0%&16%	75%&37%[activator]	2%&8%	34%&25%[activator]
CC1CCCN(c2ccc(C(=O)Nc3ccc4c(c3)OCO4)cc2[N+](=O)[O-])C1 (centres undefined)	6%	-12%	2	-6%	-8%	7%	?	-9%	5%
Cn1[nH]c(C(F)(F)F)c(C=NCc2ccc(Cl)cc2)c1=O	-10%	21%	2	-10%	-19%	9%	12%	-2%	-5%
CCOC(=O)c1cc(-c2ccccc2)nc2c(O)cccc12	-7%	37%[57.1 µM]	-1	-4%	-2%	4%	8%	13%[57.1 µM]	9%
O=C(c1cnc(Cl)c(Cl)c1)N1CCN(S(=O)(=O)c2cccs2)CC1	-7%	.	-1	.	-25%	-4%	.	.	0%
COC(=O)C1(NC(=O)NC23CC4CC(CC(C4)C2)C3)CCCCC1	i	26%	-2	-2%	-10%	-4%	46%[activator]	1%	-11%
COc1cccc(OC)c1C(=O)Nc1cccc(-c2cn3ccsc3n2)c1	-1%	-11%[57.1 µM]	0	-3%	-13%	-5%	13%[57 µM]	-9%[57.1 µM]	-12%
COc1cccc(C(=O)N/N=C/c2ccc(OC3CSC3)cc2)c1	1%	-9%	3	0%	-13%	8%	30%	-3%	-1%
N=c1c(C(=O)NCc2ccc(F)cc2)cc2c(=O)n3ccccc3nc2n1Cc1ccco1	-1%	?	-7	?	-23%	6%	36%	30%[activator]	-9%
O=c1c2cc3c(cc2n(Cc2cccc(Cl)c2)c(=O)n1Cc1nc(-c2ccccc2)no1)OCO3	-2%	28%	1	3%	-6%	6%	2%	11%	0%
Cc1ccc2nc(-c3ccc(C)o3)c(Nc3ccc4c(c3)OCO4)n2c1	.	7%	.	-8%	.	.	19%	22%	.

# Not a retest: 3 of the compounds above.
SMILES	PGK inhibitor	TrxR1 inh	PI4K2A inh	Pin1 inhibitor	USP1-UAF1 inh	mIDH1 inhibitor	HP1b binding inh	TrxR1 substrate	GLS inhibitor
N=c1c(C(=O)NCc2ccc(F)cc2)cc2c(=O)n3ccccc3nc2n1Cc1ccco1	-1%	?	-7	?	-23%	6%	36%	30%[activator]	-9%
O=c1c2cc3c(cc2n(Cc2cccc(Cl)c2)c(=O)n1Cc1nc(-c2ccccc2)no1)OCO3	-2%	28%	1	3%	-6%	6%	2%	11%	0%
Cc1ccc2nc(-c3ccc(C)o3)c(Nc3ccc4c(c3)OCO4)n2c1	.	7%	.	-8%	.	.	19%	22%	.

# Next section:
SMILES	PGK inhibitor	TrxR1 inh	PI4K2A inh	Pin1 inhibitor	USP1-UAF1 inh	mIDH1 inhibitor	HP1b binding inh	TrxR1 substrate	GLS inhibitor
CC(C)(Oc1ccc(Cl)cc1)C(=O)Nc1ccc(S(=O)(=O)Nc2ncccn2)cc1	-16%	35%[57.1 µM]	-3	-4%	0%	-5%	-3%	11%[57.1 µM]	-2%
COc1cc(NS(=O)(=O)c2ccc(-c3ccc(=O)[nH]n3)o2)cc(OC)c1OC	-6%	21%	-2	0%	-8%	13%	28%	6%	15%
O=C(Nc1ccn(-c2ccccc2)n1)c1ccc(Cl)cc1	4%	-18%	-2	10%	-7%	4%	31%	-11%	2%
O=C(C1=C(O)C(=O)N(CC2CCCO2)C1c1ccccc1)c1ccco1 (centres undefined)	2%	-6%	-2	-2%	-7%	13%	-13%	-5%	0%
CCOc1ccc(N(CC(=O)Nc2ccccc2C)S(=O)(=O)c2c(C)noc2C)cc1	-4%	21%	2	4%	-15%	-4%	49%[activator]	5%	-6%
CC1CCCN(S(=O)(=O)c2ccc(S(=O)(=O)N3CCC4(CC3)OCCO4)cc2)C1 (centres undefined)	-1%	0%	-1	0%	-17%	2%	21%	-8%	-10%
CC(=O)NC(=S)NNC(=O)C(c1ccccc1)c1ccccc1	-5%	3%[57.1 µM]	-1	4%	-21%	6%	24%	10%[57.1 µM]	2%
Cc1ccc(C)c(NCc2n[nH]c(=S)n2-c2ccccc2)c1	-7%	-20%[57.1 µM]	-1	-5%	-7%	7%	-5%	-7%[57.1 µM]	?
CNC(=O)/C(C#N)=C/c1c(N2CCN(C)CC2)nc2c(C)cccn2c1=O	-11%	78%[activator]	0	0%	-4%	-12%	13%	232%[activator]	1%
CCOC(=O)[C@@H]1[C@H]2COc3ccccc3[C@H]2N2C(=O)N(c3ccc(Cl)cc3)C(=O)[C@@]12C	2%	22%	-4	17%	-20%	-17%	14%	5%[57.1 µM]	4%
COc1ccc(OC)c(Nc2ncnc3sc(-c4ccccc4)cc23)c1	i	54%[activator]	-4	29%	-26%	4%	75%[activator]	65%[activator]	6%
Cc1[nH]c2ccccc2c(=O)c1CN1CCCCCC1	8%	-10%	0	-1%	-11%	-19%	32%	-3%	15%
CCc1nnc(NC(=O)CN2CCN(c3cccc(OC)c3)CC2)s1	-1%	26%[57.1 µM]	10	-7%	-6%	6%	14%	9%[57.1 µM]	6%
Cn1c2c(c(=O)n(C)c1=O)C(NC(=O)c1cccs1)(C(F)(F)F)C(=O)N2 (centres undefined)	1%	3%	9	-1%	-8%	7%	35%	-1%	3%
O=C(CN1C(=O)CSC1=O)c1ccccc1	-8%	8%	-1	6%	-10%	3%	28%	3%	1%
CC1CN(C(=O)c2ccccc2OCc2ccccc2Cl)CC(C)O1 (centres undefined)	i	18%	-7	2%	-16%	-2%	21%	4%	1%
CSc1ccc(CN2CCC(Oc3ccc(C(=O)N4CCCC4)cc3)CC2)cc1	-8%	-1%	0	-1%	-10%	-9%	39%[activator]	-5%	-2%
COc1ccc(-c2nnc(SCc3ccccc3)n2N)cc1	-5%	-12%	-1	1%	-10%	21%	19%	-11%	-13%
N#Cc1ccc(S(=O)(=O)N2CCN(C(=O)[C@@H]3CCCN3C(=O)c3cccs3)CC2)cc1	3%	2%	0	-13%	-10%	-2%	30%	-11%	23%
CC(C)(C)NC(=O)NC(=O)CSc1ncc(C(F)(F)F)cc1Cl	i	-7%	-6	2%	-18%	7%	-13%	-17%	11%
CCCCC(=O)Nc1ccc(NC(=O)c2cnccn2)cn1	-5%	21%	-6	-4%	-25%	5%	29%	1%	1%
O=C(CN1C(=O)CSc2ncccc21)Nc1ccccc1F	4%	16%	7	-2%	-14%	-1%	14%[57 µM]	-1%	-2%
CCCCn1c(N)c(N(CCOC)C(=O)c2cc(S(=O)(=O)N3CCOCC3)ccc2Cl)c(=O)[nH]c1=O	-8%	19%	4	2%	-19%	20%	20%	8%	2%
C=CCn1c(=O)c2ccccc2n2c(SCC(=O)Nc3cc(C)on3)nnc12	-2%	-9%[57.1 µM]	-5	?	-4%	2%	34%	13%[57.1 µM]	0%
CCCNS(=O)(=O)c1ccc(NC(=O)c2cccnc2)cc1	0%	21%	-1	2%	-9%	3%	14%	1%	7%
O=S1(=O)c2cccc3cccc(c23)N1CCBr	-10%	-14%[57.1 µM]	7	-7%	-1%	15%	77%[activator]	13%[57.1 µM]	1%
